# High-throughput results as filed in PubChem BioAssay.
# dFosB activator – mouse delta FosB homodimer activation. P13346. AID 493131. purified delta FosB, TAMRA-CDK5 oligo fluorescence polarization; percent of positive-control signal above neutral wells. 0.99% of 340,000 active. activation, % at 25 µM;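 active = mean activation above about 17%, with every replicate also reaching it, limit read from the data, passing the limit was not always enough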;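 note: fluorescence polarization rise as delta FosB binds a TAMRA Cdk5 AP-1 oligo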
# C-LANA FP – blocks KSHV LANA C-terminal domain binding to DNA; 0.078% of 340,000 active; MBP-C-LANA/FAM-LBS DNA binding, fluorescence polarization; inhibition, % at 9 µM; AID 504423;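 active = highest replicate inhibition at or above 60% at 9 µM, even if other replicates fall short; inactive = all replicates below 60% inhibition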;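 note: 0% = neutral control wells and 100% = 4 µM acridine orange control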
# RTF Ca sens act – cardiac RTF calcium sensitization; P19429+P45379; IANBD-labeled TnC RTF fluorescence at EC20 calcium; 0% EC20 calcium, 100% full calcium; activation, % at 7.2 µM; 0.24% of 340,000 active; AID 493008;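 active = activation above the mean over all tested compounds plus 3 SD, cut at about 30% in these data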;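 note: rise in fluorescence read as greater calcium sensitivity of cardiac thin filaments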
# Rtt109 Vps75 – blocks Candida albicans Rtt109/Vps75 acetyltransferase activity | purified Rtt109/Vps75, ThioGlo CoA-SH fluorescence, 4 h | Q5AAJ8 | 0.16% of 330,000 active | inhibition, % at 34.9 µM;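 active = inhibition of at least 50% in every replicate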
# Target sequence (Q5AAJ8 whole entry, looked up): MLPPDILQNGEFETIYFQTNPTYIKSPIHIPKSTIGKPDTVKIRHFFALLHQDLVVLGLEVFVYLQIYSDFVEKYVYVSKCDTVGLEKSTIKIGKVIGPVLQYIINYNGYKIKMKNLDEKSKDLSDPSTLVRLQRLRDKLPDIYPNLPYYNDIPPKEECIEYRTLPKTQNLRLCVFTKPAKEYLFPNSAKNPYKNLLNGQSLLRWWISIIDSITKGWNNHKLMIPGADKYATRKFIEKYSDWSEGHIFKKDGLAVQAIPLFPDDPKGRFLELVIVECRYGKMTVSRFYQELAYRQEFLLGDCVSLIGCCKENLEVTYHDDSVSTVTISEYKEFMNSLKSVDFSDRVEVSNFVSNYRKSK
# PvdQ inh – P. aeruginosa PvdQ acylase inhibition | purified PvdQ acylase, fluorescence plate reader | inhibition, % at 10 µM | 0.063% of 340,000 active | AID 488965; in the data active = inhibition above about 30%, passing the limit was not always enough;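 note: 0% = vehicle neutral wells and 100% = reference inhibitor wells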
# Mot1-301 SUMO – SUMOylation pathway inhibition by Mot1-301 growth rescue | growth rescue, % at 18.8 µM | S. cerevisiae Mot1-301 growth rescue, ATP luminescence, 38.5C; percent above DMSO median, 100 means doubled | 1% of 320,000 active;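 active = every valid replicate shows activation above 250% relative to neutral control wells; inactive = the rest, any valid replicate at or below 250%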;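 note: OY570 slx delta 5 strain wells were the positive control but not used for scaling; some compounds called inactive have numbers as strong as hits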
# Keap1 Nrf2 FP – Keap1-Nrf2 (human) interaction inhibition; Keap1 Kelch-Nrf2 peptide fluorescence polarization, 1536-well; 0.15% of 340,000 active; inhibition, % at 9.4 µM; in the data active = inhibition above about 12%;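 note: human Keap1 Kelch domain with fluorescein labeled Nrf2 9mer peptide probe; 0% = neutral control wells and 100% = peptide positive control; higher means more block of Keap1 binding to Nrf2 peptide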
# Target sequence (Q14145 whole entry, looked up, the tested form may be a part): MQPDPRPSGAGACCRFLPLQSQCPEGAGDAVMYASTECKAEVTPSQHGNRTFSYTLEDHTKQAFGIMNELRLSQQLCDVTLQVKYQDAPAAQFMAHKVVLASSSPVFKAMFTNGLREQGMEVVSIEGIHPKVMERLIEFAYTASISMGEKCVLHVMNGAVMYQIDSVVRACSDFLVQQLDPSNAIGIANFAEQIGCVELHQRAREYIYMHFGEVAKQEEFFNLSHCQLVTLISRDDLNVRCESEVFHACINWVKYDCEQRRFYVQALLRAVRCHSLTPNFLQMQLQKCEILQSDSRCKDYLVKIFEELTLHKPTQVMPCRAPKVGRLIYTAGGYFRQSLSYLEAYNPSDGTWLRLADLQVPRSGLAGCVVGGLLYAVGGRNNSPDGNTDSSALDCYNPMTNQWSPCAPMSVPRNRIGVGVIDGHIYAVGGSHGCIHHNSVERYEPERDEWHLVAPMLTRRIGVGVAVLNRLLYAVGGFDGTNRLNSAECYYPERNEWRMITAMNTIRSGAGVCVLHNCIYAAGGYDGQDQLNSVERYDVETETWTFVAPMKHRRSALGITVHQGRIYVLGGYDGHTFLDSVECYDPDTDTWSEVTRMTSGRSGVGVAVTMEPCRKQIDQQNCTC
# RTF Ca sens inh – cardiac RTF calcium desensitization. P19429+P45379. IANBD-labeled cardiac RTF, Ca2+ fluorescence. inhibition, % at 7.15 µM. 0.12% of 340,000 active;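 active = inhibition above the mean inhibition of all tested compounds plus 3 SD, cut at about 17% in these data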;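 note: assay run at fixed EC70 calcium of 1.6 mM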
# NSD2 inh – NSD2 (human) methyltransferase inhibition; 0.54% of 310,000 active; inhibition, % at 12.5 µM; O96028; NSD2 peptide methylation, AlphaScreen, 120 min; AID 743445; in the data active = inhibition above about 50%
# CDK5 inh – inhibitors of human CDK5/p35 kinase. Q00535+Q15078. Recombinant CDK5/p35, ADP-Glo luminescence, 60 min. inhibition, % at 10 µM. 0.01% of 330,000 active;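 active = highest replicate inhibition of at least 50% and at least 75% of replicates reaching 50%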;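 note: plate controls were DMSO neutral control for no effect and GW8510 at 10 µM for full effect; many of its hits are not listed in these tables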
# PfHsp90 set2 – inhibits growth of yeast expressing Plasmodium falciparum Hsp90; S. cerevisiae expressing PfHsp90, BacTiter-Glo ATP, 48 h; yeast lacking PDR1 and PDR3 efflux regulators; inhibition, % at 9.4 µM; 0.32% of 310,000 active; AID 504621;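 active = every replicate shows inhibition above about 80%, whatever the replicate mean, limit read from the data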;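 note: 0% = DMSO neutral controls and 100% = 20 µM radicicol positive controls; yeast relying on Plasmodium falciparum Hsp90 in place of its own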
# The depositor's hits bear a star; i = inactive; nt = not tested or not shown.
SMILES,dFosB activator,C-LANA FP,RTF Ca sens act,Rtt109 Vps75,PvdQ inh,Mot1-301 SUMO,Keap1 Nrf2 FP,RTF Ca sens inh,NSD2 inh,CDK5 inh,PfHsp90 set2
COc1ccc(NC(=O)CSc2nnc(-c3cccnc3)s2)cc1,-18,-0.6,-7,1,-4,6,-5,-18,1,-0.3,-24
CCC1CCCCN1S(=O)(=O)c1ccc(NC(=O)c2ccncc2)cc1 (centres undefined),-7,-0.8,-2,-2,-18,140,-2,-2,2,-0.9,18
C/C(=N\N(c1ccccc1)c1ccccc1)c1ccc(O)cc1,-12,-1.1,2,-5,-7,4,1,-1,27,-0.3,17
CC(C)(CNC(=O)c1ccccc1NS(C)(=O)=O)N1CCCCC1,4,1.1,-4,-1,-2,9,-3,-11,-1,-1.9,-13
COCCNC(=S)N(CCO)Cc1cc2cc3c(cc2[nH]c1=O)OCCO3,-4,2.7,-3,7,-11,1,-12,-6,0,-0.2,-5
CCCc1nnc(NC(=O)CCC(=O)NCc2ccccc2Cl)s1,-5,1.0,-3,4,-9,16,-4,-10,-2,0.3,9
O=C(Nc1ccc(Br)cn1)c1ccc2nccnc2c1,43*,0.5,1,4,-13,21,5,-3,-4,-0.1,-33
Cc1ccc2nc(/C=C/c3cccc(F)c3)ccc2c1,-11,5.0,3,-1,3,17,0,0,nt,-0.5,-20
O=C(Nc1ccc(S(=O)(=O)N2CCCC2)cc1)c1ccc([N+](=O)[O-])cc1,-12,1.8,-5,12,3,72,1,2,-2,-1.3,-5
Cc1csc(NC(=O)C2CCN(S(=O)(=O)c3ccccc3F)CC2)n1,-13,-0.2,2,-6,-9,6,-2,-4,0,-6.8,23
CCCN(CCC)CCCNC(=O)C1CCN(S(=O)(=O)c2cccc3nsnc23)CC1,-2,-0.3,-2,-4,0,25,-7,-6,12,1.8,0
Clc1nc(-c2ccccn2)nc2scc(-c3ccccc3)c12,-21,-1.9,5,-11,-5,-2,0,-8,-7,3.0,-20
CCOC(=O)c1c(NC(=O)COC(=O)CNC(=O)c2ccc(Cl)cc2Cl)sc(C(=O)N(C)C)c1C,-5,1.1,-1,1,-11,9,3,-2,-2,0.6,nt
COc1ccc(-c2cc(-c3ccc(N)cc3)nc(N)c2C#N)cc1OC,-12,0.3,9,1,-9,nt,-8,-9,-13,0.9,3
Fc1cccc(CN2CCSCC2)c1,-8,-1.3,0,4,4,3,-1,2,-6,0.0,4
O=C(NCCc1ccccc1F)C1CCC(=O)N(CCCN2CCCC2=O)C1 (centres undefined),2,2.0,-2,-2,-15,-22,-1,-7,1,2.0,-4
CC(C)Oc1ccc(S(=O)(=O)N2CCOCC2)cc1NC(=O)Cc1ccsc1,-5,1.7,9,18,5,-6,0,2,1,1.5,7
CC(=O)Nc1cc2c(cc1[N+](=O)[O-])-c1ccccc1C2O (centres undefined),-13,-4.6,5,-7,-9,nt,-5,-7,1,0.1,-10
COc1ccc2c(c1)c(=O)c(C(=O)c1ccc(F)cc1)cn2CC(=O)Nc1ccc(F)cc1,20*,1.8,6,-8,-1,5,0,-4,nt,0.8,10
Cc1ccc(C(=O)NCCSC(C)(C)C)cc1,-1,0.7,0,1,-9,-12,-4,-5,0,0.0,66
C#CC(C)(C)NC(=O)c1cnc(-c2ccccc2)nc1-c1ccccc1,-4,1.2,1,-6,-15,-5,2,-2,0,1.6,14
CCN(CC)c1ccc2ccc(=O)oc2c1,-1,0.5,nt,-166,-5,-9,-3,nt,14,1.2,29
Cc1ccc(OCCC(=O)NNC(=O)c2ccc(Br)cc2)cc1,3,-0.8,-2,-2,0,10,1,0,0,0.9,1
Cc1ccc(C(=O)Nc2cccc(S(=O)(=O)N3CCOCC3)c2)cc1[N+](=O)[O-],10,1.7,-4,-8,8,-8,3,5,-4,0.5,-34
COCc1cc(C)nc(SCC(=O)Nc2cc3c(cc2C#N)OCO3)c1C#N,-7,-0.4,1,-2,-2,-1,1,-1,-3,-0.3,0
COc1ccc(OC)c(CNC(=O)c2nn(C)c3c2CS(=O)(=O)c2ccccc2-3)c1,2,-1.4,-2,-5,-17,154,-1,-1,1,-1.4,-1
O=CNc1ccc2c(c1)Cc1cc([N+](=O)[O-])ccc1-2,2,-0.2,1,1,-2,nt,-3,0,-2,1.2,nt
CCCN(CCC)S(=O)(=O)c1ccc(NC(=O)COc2ccccc2)cc1,-4,-2.8,-2,19,18,383,-3,0,-3,-0.5,4
Cc1cc(S(=O)(=O)N2CCCC2)ccc1OCC(=O)NCc1ccco1,1,-0.4,6,-4,-1,-5,-7,-3,3,1.1,-10
O=C(NC1CCCCC1)N1CCN(c2ncccn2)CC1,-1,-1.6,8,3,-12,6,-7,-8,-3,-0.2,nt
COc1cccc(-c2ncc3ccccc3c2COC(=O)c2ccc(C(F)(F)F)cc2)c1,9,0.8,-1,-7,-12,18,-7,3,nt,-0.2,-4
Cc1cccc(C(=O)NC(C(=O)Nc2ccc(S(=O)(=O)Nc3nccs3)cc2)C(C)C)c1 (centres undefined),-4,-1.0,-1,-4,-5,nt,-16,-3,4,0.2,16
Cc1nnc(NC(=O)c2c(-c3ccccc3)noc2C)s1,3,-4.4,1,0,-14,8,-2,-8,-2,-0.1,-3
Cn1c(SCC(=O)Nc2ccc(NC(=O)c3cccs3)cc2)nnc1-c1ccncc1,-5,0.9,-1,nt,4,8,0,2,nt,-2.0,17
COc1ccc(CCC(=O)NCc2cn3ccc(C)cc3n2)cc1,-6,-0.3,15,-4,-16,-7,-4,0,nt,1.6,-41
O=S(=O)(NC1CCc2ccccc21)c1ccc(S(=O)(=O)N2CCCC2)cc1 (centres undefined),-20,-2.9,9,8,-6,416,0,-11,-5,1.6,-6
CCOc1ccc(-n2nnnc2SCC(=O)Nc2ccc(NC(C)=O)cc2)cc1,19*,-0.2,-3,-30,-19,-4,0,-10,0,-0.1,-4
O=C(O)c1ccc(N/N=C2/CCSc3ccc(F)cc32)cc1,-2,-0.4,-4,10,-8,-5,-6,-8,9,1.7,-22
CCOC(=O)C1Nc2ccc(OC(F)(F)F)cc2C2C=CCC12 (centres undefined),-23,1.4,-2,-3,-3,3,4,-5,nt,2.4,2
COc1ccc(OC)c(/C=N/n2c(-c3n[nH]c4c3CCC4)n[nH]c2=S)c1,1,-0.6,11,-1,-18,-5,-7,-13,6,-0.6,-2
CCCn1c(=O)c2ccccc2n2c(SCC(N)=O)nnc12,-4,0.5,-2,-5,-4,7,2,3,-2,0.3,-6
COC(=O)C1CCN(C(=O)COC(=O)c2cc(-c3ccccc3)nc3ccc(OC)cc23)CC1,-24,1.5,-1,-6,3,-4,-8,-4,-8,0.3,-68
Cc1nc(-c2ccc(C(=O)NCCO)cc2)cs1,-2,0.0,0,-4,-1,6,1,16,2,0.8,2
O=C(CSc1nnc2ccccn12)NNC(=O)c1ccccc1,-9,1.5,7,-1,-4,6,-5,-9,-3,0.1,2
CC1CCc2nn(CC(=O)NC3CCCC3)cc2C1 (centres undefined),5,-1.1,0,-1,-10,1,-3,2,nt,1.1,-9
O=c1cc(O)n(-c2ccc(F)cc2)c(=S)[nH]1,0,5.4,1,2,-23,0,-4,-3,-1,0.7,27
CCOc1ccc(C(=S)N2CCOCC2)cc1,-1,0.6,-3,6,7,-11,-4,2,-1,-0.9,-9
O=C(CSc1nnc(CNC(=O)c2cccs2)o1)Nc1ccc2c(c1)OCO2,-5,1.8,1,30,6,278,-4,-4,4,1.6,-5
CCCCN(CC)CCCNC(=S)Nc1ccc2nc(N3CCN(C)CC3)cc(C)c2c1,15,-2.9,-2,3,-13,70,1,1,21,1.6,-11
Cn1c(=O)c(NC2CCCCC2)c2c3c(cccc31)C(=O)c1ccccc1-2,-11,64,369*,nt,-5,nt,53*,i,-25,-0.1,3
CCCCN(C(=O)C1CCN(C(=O)c2ccccc2C)CC1)c1c(N)n(CCC)c(=O)[nH]c1=O,-4,2.5,-3,5,14,nt,-4,6,-1,4.1,3
COC(=O)c1ccccc1NS(=O)(=O)c1cn(C)c(=O)n(C)c1=O,-1,3.4,-2,0,-11,-5,-7,-8,nt,-0.8,-6
COc1cc(OC)c(/C=N/n2c(C)nnc2C)c(OC)c1,4,1.1,-6,1,-5,-7,1,4,1,0.7,25
Cc1ccc(C)c(CSCC(=O)NCc2cccs2)c1,1,-0.4,0,-10,-14,3,-3,-10,34,0.5,-2
Cc1ccc(S(=O)(=O)CCC(=O)NC2CCCC2)cc1,-5,1.5,-2,0,-11,-8,-3,-1,-1,0.8,-5
O=C(Nc1ccccc1)Nc1snnc1C(=O)Nc1cccc(O)c1,57*,-2.0,7,-7,-7,nt,4,-7,-3,1.5,-9
O=c1[nH]c(CSc2ncc(C(F)(F)F)cc2Cl)nc2cc(C(F)(F)F)ccc12,-3,-2.1,6,-3,-21,-24,-6,4,1,0.8,3
O=C(CN1CCCCCC1)N1c2ccccc2C=Cc2ccccc21,-4,-1.5,3,19,-14,-2,-3,0,36,0.3,nt
Nc1nc(CSc2nnc(-c3cccc(F)c3)n2-c2ccccc2)nc(N2CCOCC2)n1,5,-0.7,-9,-1,-4,nt,-3,14,-3,-1.8,1
Cc1ccc(NC(=O)CN(C)C(=O)c2cc3ccccc3o2)cc1,10,0.7,-8,-13,-2,-13,-4,9,-2,-0.3,-4

# 3 compounds from above, sorted by the value under PvdQ inh, ascending.
SMILES	dFosB activator	C-LANA FP	Rtt109 Vps75	PvdQ inh	Mot1-301 SUMO	Keap1 Nrf2 FP	NSD2 inh	CDK5 inh	PfHsp90 set2
O=C(CN1CCCCCC1)N1c2ccccc2C=Cc2ccccc21	-4	-1.5	19	-14	-2	-3	36	0.3	nt
COc1cc(OC)c(/C=N/n2c(C)nnc2C)c(OC)c1	4	1.1	1	-5	-7	1	1	0.7	25
Nc1nc(CSc2nnc(-c3cccc(F)c3)n2-c2ccccc2)nc(N2CCOCC2)n1	5	-0.7	-1	-4	nt	-3	-3	-1.8	1

# Additional results follow:
SMILES,dFosB activator,C-LANA FP,RTF Ca sens act,Rtt109 Vps75,PvdQ inh,Mot1-301 SUMO,Keap1 Nrf2 FP,RTF Ca sens inh,NSD2 inh,CDK5 inh,PfHsp90 set2
COCCN(CCOC)C(=O)c1ccc(CSc2nc3ccccc3s2)cc1,-5,-0.5,0,32,4,-8,-3,-1,1,0.8,-1
CC(=O)Nc1sc(C)c(C)c1C(=O)OCC(=O)Nc1ccc(S(N)(=O)=O)cc1,-2,2.3,-1,7,6,0,0,5,1,-1.3,nt
NS(=O)(=O)c1ccc(CCNC(=O)/C=C/c2ccc(S(=O)(=O)N3CCOCC3)cc2)cc1,-11,1.3,0,-1,-9,nt,-4,-7,-1,0.1,8
CCOc1c(OC(C)=O)ccc(/C=C2\N=C(SCC)SC2=O)c1[N+](=O)[O-],-1,0.4,-4,12,-9,-2,1,-3,25,-1.3,21
C/C(=N\N=C1\NC(=O)C(CC(=O)NCc2ccccc2)S1)C(C)C (centres undefined),-7,0.0,1,nt,-2,-3,-4,-2,-4,-1.6,11
Cc1c([N+](=O)[O-])cc(S(=O)(=O)Nc2ccc(-c3ccc(N4CCCC4)nn3)cc2)cc1[N+](=O)[O-],-17,0.5,-5,0,-7,0,-5,4,2,1.0,-22
